MMP-13 inhibitor = human MMP13 inhibitors, primary screen, biochemical, FRET peptide cleavage | Collagenase 3 (Homo sapiens), P45452 | MMP-13 fTHP FRET cleavage, Mca fluorescence | inhibition, % at 4 µM | 0.07% of 65,000 active | AID 570, 2006;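 active = inhibition above the mean of compound-free control plate wells plus 3 SD, cut at about 14% in these data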;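 note: 0% = DMSO wells and 100% = wells with reference MMP-13 inhibitor after basal subtraction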
5HT1a antag = human 5-HT1a receptor antagonists, primary screen, cell-based, CHO, Ga15 NFAT-bla reporter; CHO 5-HT1a Ga15 NFAT-bla reporter, antagonist mode; inhibition, % at 10 µM; 0.68% of 62,000 active; 5-hydroxytryptamine receptor 1A (Homo sapiens), P08908;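 active = inhibition above the mean of all tested compounds plus 3 SD, cut at about 43% in these data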;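 note: receptor stimulated by 5-CT agonist at 100 nM near EC80; beta-lactamase reporter measured by ratiometric fluorescence of a cleavable substrate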
5HT1E antag = 5-HT1E receptor antagonists, primary screen, cell-based, HTS; 5-hydroxytryptamine receptor 1E (Homo sapiens), P28566; CHO 5-HT1E Ga15 NFAT-bla reporter, FRET, antagonist; inhibition, % at 6 µM; 0.99% of 65,000 active;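 active = inhibition above a set limit, the mean inhibition across every tested compound plus 3 SD, cut at about 29% in these data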;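 note: signal is the 460 over 535 nm emission ratio of beta-lactamase substrate; 0% = agonist plus DMSO wells and 100% = wells without agonist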
Target sequence (P28566 whole entry, looked up): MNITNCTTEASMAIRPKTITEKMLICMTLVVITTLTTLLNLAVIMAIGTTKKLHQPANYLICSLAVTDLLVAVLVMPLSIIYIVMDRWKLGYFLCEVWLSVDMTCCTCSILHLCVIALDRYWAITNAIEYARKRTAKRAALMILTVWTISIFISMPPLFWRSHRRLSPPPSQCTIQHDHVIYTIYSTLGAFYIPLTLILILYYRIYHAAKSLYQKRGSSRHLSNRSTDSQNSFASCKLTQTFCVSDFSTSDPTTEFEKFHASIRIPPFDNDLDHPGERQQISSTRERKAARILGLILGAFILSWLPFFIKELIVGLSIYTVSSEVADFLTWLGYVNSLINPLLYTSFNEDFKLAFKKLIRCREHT
RORa activator = activators of orphan receptor RORA, primary screen, cell-based, luminescence. Nuclear receptor ROR-alpha (Homo sapiens), P35398. CHO-K1 Gal4-RORA LBD luciferase reporter; percent increase over mock-subtracted basal signal. activation, % at 10 µM. 1.5% of 65,000 active. AID 560, 2006;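 active = activation above the mean of all tested compounds plus 3 SD, cut at about 49% in these data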;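 note: 0% = DMSO-treated RORA cells and 100% = added signal equal to DMSO minus mock-transfected cells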
Target sequence (P35398 whole entry, looked up, the tested form may be a part): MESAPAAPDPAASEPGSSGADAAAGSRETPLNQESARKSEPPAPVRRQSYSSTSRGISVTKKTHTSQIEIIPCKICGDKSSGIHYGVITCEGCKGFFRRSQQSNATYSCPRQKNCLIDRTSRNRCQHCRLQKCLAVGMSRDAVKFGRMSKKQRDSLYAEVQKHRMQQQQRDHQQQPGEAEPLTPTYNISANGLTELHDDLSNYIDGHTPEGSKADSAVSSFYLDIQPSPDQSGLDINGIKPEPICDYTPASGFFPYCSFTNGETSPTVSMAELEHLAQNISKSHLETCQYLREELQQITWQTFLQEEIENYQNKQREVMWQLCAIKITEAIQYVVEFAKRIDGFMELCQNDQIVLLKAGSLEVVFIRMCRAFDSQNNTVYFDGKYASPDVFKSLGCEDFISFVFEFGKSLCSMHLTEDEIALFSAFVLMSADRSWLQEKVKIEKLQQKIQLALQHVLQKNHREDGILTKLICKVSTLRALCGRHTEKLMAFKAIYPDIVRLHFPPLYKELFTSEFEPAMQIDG
SF-1 act = activators of human SF-1, primary screen, cell-based, CHO-K1, Gal4-SF-1 LBD, luciferase luminescence | CHO-K1 Gal4-SF-1 LBD luciferase reporter; % increase over DMSO SF-1-specific signal | activation, % at 10 µM | 1.9% of 65,000 active;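 active = activation above the mean activation of all tested compounds plus 3 SD, cut at about 50% in these data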
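Test system: CHO-K1 cells co-transfected with Gal4 DBD–human SF-1 LBD, 5xGal4 luciferase reporter. Quantity: 4,000 cells per well. Compound: 10 µM only. Incubation: compound added 1 h post-seeding, 20 h exposure at 37 °C, 5% CO2. Detection: SteadyLite luciferase luminescence. Replication: one test per compound.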
tolC growth inh = growth inhibitors of E. coli tolC mutant, primary screen, strain BW25113 ΔtolC::kan, 384-well; growth inhibition, % at 10 µM (by protocol); 2.2% of 65,000 active; OD615;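 active = growth inhibition at or above a cutoff equal to the mean over every tested compound plus 3 SD, cut at about 60% in these data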;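 note: growth measured after 20 h incubation at 37 °C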
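Material: E. coli BW25113 ΔtolC::kan, tolC deletion mutant strain. Measure: percent growth inhibition. Schedule: 37 °C, 20 h exposure. Doses: single-point testing at 10 µM. Signal: A615 absorbance measurement. Buffer or medium: kanamycin-containing LB broth (50 µg/mL).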
NADH coupling = inhibitors of PK/LDH coupling enzymes, profiling panel, artefact control, biochemical, MLSMR library; IC50, µM (series often up to 10 µM), inactives show top-dose inhibition; coupled PK/LDH NADH assays, four targets; 0.02% of 65,000 active;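 active = single-dose screening hits from any of four coupled enzyme assays that gave an IC50 when retested across doses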;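 note: the DPM-DC format reads NADH fluorescence rather than 340 nm absorbance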
HTR1E agonist = 5-HT1E receptor agonists, primary screen, cell-based, HTS; activation, % at 6 µM; CHO 5-HT1E Ga15 NFAT-bla reporter, FRET; 0% DMSO wells, 100% control agonist wells; 0.69% of 65,000 active; AID 574, 2007;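 active = activation above a set limit, the screen-wide mean activation plus 3 SD, cut at about 8.5% in these data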;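 note: 100% = positive control agonist at 1 µM giving full maximal response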
HTR1A agonist = human 5-HT1a receptor agonists, primary screen, cell-based, CHO, Ga15 NFAT-bla reporter; 5-hydroxytryptamine receptor 1A (Homo sapiens), P08908; CHO 5-HT1a Ga15 NFAT-bla reporter, FRET ratio; 0% basal, 100% maximal reference agonist; activation, % at 10 µM; 0.56% of 65,000 active;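 active = activation above the screen-wide mean activation plus 3 SD, cut at about 19% in these data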;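 note: 0% = DMSO wells and 100% = 5-CT at EC100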
Active calls of the source: *; . = no result given; [ ] = dose if it differs, or a comment.

SMILES	MMP-13 inhibitor	5HT1a antag	5HT1E antag	RORa activator	SF-1 act	tolC growth inh	NADH coupling	HTR1E agonist	HTR1A agonist
O=c1[nH]c(=O)n(Cc2ccccc2)c2nc(-c3ccco3)cc(C(F)(F)F)c12	-12	0	-1	-15	-2	-5	5%[fluoresces]	-0.4	-0.8
Cc1ccnc(N2C(=O)c3ccccc3C2Nc2cccc(C)c2C)c1 (centres undefined)	6	-14	2	14	17	14	3%	-0.4	-0.1
c1ccc(-c2nnc3sc(Cc4cccs4)nn23)cc1	0	.	13	-6	13	21	1%	-0.7	3.4
Cn1c(=O)c2c(nc(N3CCCCC3)n2C)n(C)c1=O	-2	-9	0	-2	2	-3	2%	-0.2	-0.1
CCOC(=O)c1c(N)sc(C(=O)N2CCCCCC2)c1C	8	4	8	-15	6	19	10%	-0.1	0.3
CN(Cc1nc(-c2ccccn2)no1)S(=O)(=O)c1ccc(Br)cc1	2	-7	-12	-3	9	11	6%	0.0	-2.7
Cn1c(SC2C(=O)CC(C)(C)CC2=O)nnc1-c1ccco1	6	5	1	17	-13	-27	3%	-1.2	-4.2
C=CCNS(=O)(=O)c1nc(C)c(Cl)c(C)c1C#N	3	17	3	-7	8	-10	2%	0.1	-3.2
O=C(NCc1ccc2c(c1)OCO2)C1CCCN1C(=O)Nc1cccc(F)c1 (centres undefined)	1	1	-9	6	-1	-12	5%	-0.1	-3.1
Cc1cc(Nc2ccc(F)cc2Cl)n2ncnc2n1	6	-4	-3	8	-30	-4	6%	-0.2	0.4
FC(F)(F)c1cc(-c2ccccc2)nc(-n2cncn2)n1	-1	-9	2	-12	-14	-12	6%	-0.7	-1.9
CC(=O)Nc1ccc(Oc2ccc3nc(C)[nH]c3c2)cc1	7	.	12	-10	-6	9	2%	-0.9	0.6
CCN(CC)CCn1c(=S)[nH]c2ccccc2c1=O	-8	-4	4	-13	-17	-14	4%	-0.7	1.5
Cc1cc(C)c(C(=O)CSc2nnc(-c3ccccc3Br)o2)cc1C	2	-2	-10	-7	0	-6	1%	-0.6	-2.7
O=C(NCCN1CCOCC1)c1cc2ccccc2[nH]1	-24	18	-5	1	-6	-11	10%	0.1	-0.4
O=C1c2ccccc2C(=O)N1Cc1nc(-c2ccccc2)no1	4	-16	-2	-2	-15	-1	6%	0.7	-2.5
CC(CN1CCOCC1)(NS(=O)(=O)c1ccccc1)c1ccccc1 (centres undefined)	-9	-4	-1	-4	-2	-7	2%	0.3	2.1
N#CCCSCc1ccc2oc(C(=O)O)cc2c1	3	-22	1	-4	3	-26	5%	1.1	-2.6
Cc1noc(C)c1C(=O)N1CCN(c2ncccn2)CC1	6	4	-1	-12	9	-9	2%	-0.5	-4.9
CCCC(=O)Nc1cc(OCC)c(NC(=O)NC2CCCCC2)cc1OCC	-3	1	-3	-16	15	-7	4%	0.4	-2.1
Cc1cc(C)c(NC(=O)C2CSCCS2)c(C)c1 (centres undefined)	-1	-12	-9	-6	20	2	3%	-0.6	-1.5
COc1ccccc1Nc1nc(C2(C)CCC(=O)O2)cs1 (centres undefined)	3	21	1	7	23	5	5%	-2.1	0.0
Cc1cc(C)cc(N2CC(c3nc4ccccc4n3C)CC2=O)c1 (centres undefined)	0	5	4	10	-5	-1	3%	0.4	1.2
Cc1cc(C(=O)OCC(=O)N2CCN(C(=O)c3ccco3)CC2)c(C)n1-c1ccc(F)cc1	6	-4	12	-1	21	7	6%	1.7	-0.3
O=C(NCCCC(=O)N1CCOCC1)c1cccnc1	1	2	-3	9	8	0	9%	1.6	-1.8

A few values from the results shown.
5HT1E antag with CCOC(=O)c1c(N)sc(C(=O)N2CCCCCC2)c1C reads 8
HTR1A agonist with O=C1c2ccccc2C(=O)N1Cc1nc(-c2ccccc2)no1 reads -2.5

The listing continues:
SMILES	MMP-13 inhibitor	5HT1a antag	5HT1E antag	RORa activator	SF-1 act	tolC growth inh	NADH coupling	HTR1E agonist	HTR1A agonist
CSc1nnc(Cc2cc(=O)[nH]c(=O)[nH]2)n1-c1cccc(C)c1	1	4	3	-25	1	-18	6%	1.7	-3.1
CC(O)c1c(OCc2ccccc2)ncnc1OCc1ccccc1 (centres undefined)	5	-3	6	48	23	66*	2%	0.7	-2.6
Cc1ccc2nsnc2c1S(=O)(=O)N(CCO)Cc1cc2cc3c(cc2[nH]c1=O)OCCO3	-4	-18	0	-10	-2	-28	7%	-0.1	-1.6
COc1ccc(C(=O)c2ccc(OC)c(N)c2)cc1N	6	20	27	66*	42	6	4%	-0.5	-2.0
COc1cccc(C(=O)Cn2c(N3CCCCC3)nc3c2c(=O)n(C)c(=O)n3C)c1	0	-8	1	21	2	0	9%	0.6	-2.0
O=C(CSc1nc2c(c(=O)n1-c1ccc(Br)cc1)SCC2)Nc1nccs1	-1	-3	-9	9	-8	-26	5%	-0.4	-1.4
Cc1cc(C)n2nc(S(=O)(=O)N(C)c3ccccc3)nc2n1	1	6	-4	8	-6	-27	2%	-0.5	-4.1
CCCCOC(=O)Nc1nc(C)c(C(=O)OCC)s1	-4	23	2	41	39	12	3%	0.4	-3.3
CN(Cc1ccccc1)C(=O)CCC(=O)N(C)Cc1ccccc1	4	-21	-10	-14	29	2	2%	2.3	0.3
CCCCNc1c(C(=O)OCC)c(=O)[nH]c2ccccc12	4	5	6	-20	-9	26	4%	-1.0	-2.6
Cc1cccc(CSc2nnc(-c3ccco3)n2C)c1	2	5	5	48	5	-8	2%	0.8	-3.1
CCCN1C=CC(=C2C(=O)c3ccccc3C2=O)C=C1	-6	1	11	-91	-93	3	1%	0.3	-5.6
C=CCNC(=O)NC(=O)COC(=O)CCCSc1nc2ccccc2[nH]1	1	-5	-6	5	-3	-5	5%	-0.4	-7.0
Cc1ccc2cc(C(c3nnnn3C(C)(C)C)N3CCCC3)c(=O)[nH]c2c1C (centres undefined)	-4	-9	3	2	4	-10	7%	-0.2	-0.6
CCOC(=O)C1CCN(S(=O)(=O)c2c(C)n(C)c(=O)n(C)c2=O)CC1	4	-3	-1	-29	-12	-3	2%	-0.1	-4.0
CCN(CC)c1ccc2c(c1)C(=O)N(C)C2=O	2	-8	4	0	44	2	5%	0.2	-0.9
Cc1ccc(N2C(=O)c3ccc(C(=O)NCCN4CCOCC4)cc3C2=O)cc1	-5	-4	0	-7	-12	-18	9%	0.7	-1.0
CCCCC(CC)CNS(=O)(=O)c1ccc2c(c1)CCN2C(=O)CCC(=O)O (centres undefined)	1	4	-2	-6	2	14	5%	-1.6	2.1
Cn1c(SCC(N)=O)nnc1C1CCN(C(=O)NCc2ccccc2)CC1	3	16	6	13	6	-11	3%	-1.1	-1.0
CCOC(=O)C1CCN(c2cc(=O)n(C3CCCCC3)c(=O)[nH]2)CC1	4	5	-2	-17	13	-20	5%	0.0	-0.4
Cc1cccc(-c2c3c(=O)n(C)c(=O)n(C)c3cn2-c2ccccc2O)c1	-2	-3	4	11	10	42	10%	-0.7	-2.4
O=C(NC1CCCCCC1)C1c2ccccc2C(=O)N1CCCN1CCOCC1 (centres undefined)	3	-15	9	9	11	-13	8%	-1.2	-1.7
Cc1cccc(NC(=O)c2cnc3n(c2=O)CCS3)c1	2	-14	-12	76*	24	-13	2%	0.5	-1.6
C=CCSc1nnc(-c2c[nH]c3ccccc23)n1CCOC	-11	11	-17	8	-1	-2	3%	-0.8	-0.9
COc1ccc(C(=O)N(Cc2nc(-c3ccc(C)cc3)no2)C2CCCCC2)cc1OC	4	37	2	-10	-18	15	7%	-1.0	1.6
SMILES	MMP-13 inhibitor	5HT1a antag	5HT1E antag	RORa activator	SF-1 act	tolC growth inh	NADH coupling	HTR1E agonist	HTR1A agonist
O=C(c1ccc(N2CCCC2=O)cc1)N1CCCCCC1	-3	1	15	0	14	8	3%	0.2	1.7
N#Cc1nc(-c2cccs2)oc1NCc1ccc2c(c1)OCO2	-314[fluorescence artefact?]	.	4	-18	-4	10	4%[fluoresces]	-1.3	-1.0
Clc1ccc2nc(CN3CCCCC3)cn2c1	4	-2	-9	15	10	-13	5%	0.1	-3.9
COC(=O)CCC(=O)Nc1ccc(Br)cc1	2	-7	2	9	-1	10	7%	-1.2	-5.0
COCC(=O)Nc1nc2n(n1)C(c1ccc(OC)cc1)CC(c1ccc(OC)cc1)N2 (centres undefined)	-37	4	-2	-15	0	4	4%	-0.2	0.1
O=C(COC(=O)C12CC3CC(CC(C3)C1)C2)NCc1ccco1	4	-10	1	-21	9	3	1%	-0.2	-1.4
Cc1cc(N2CCCC2=O)cc(C)c1S(N)(=O)=O	1	-4	-1	-10	-8	-10	4%	-0.7	-0.1
CCn1c(SCC(=O)Nc2nc(C)c(C(=O)OC)s2)nnc1C(C)C	2	-14	-13	-12	-7	-10	6%	0.7	0.6
O=C(Oc1cccc(N2C(=O)CCC2=O)c1)C1CC(=O)N(c2ccc(Br)cc2)C1 (centres undefined)	0	-5	0	-2	13	-21	3%	-0.3	0.2
O=C(Cc1ccc(-n2cnnn2)cc1)NC12CC3CC(CC(C3)C1)C2	-2	-2	7	37	15	-4	7%	0.0	0.2
c1ccc(Cn2c(SCc3cn4cccnc4n3)nnc2-c2ccco2)cc1	-19	10	6	-17	-10	-2	10%	-0.4	-1.9
CC1(C)CC(N2CCN(c3ccccc3)CC2)=CC(=[N+]2CCCC2)C1	6	7	-5	23	-12	26	4%	0.1	-1.2
Cc1cc(C)n2nc(S(=O)(=O)NC3CCCCC3)nc2n1	3	-3	-2	-8	-11	-13	3%	0.2	0.1
COc1cc(S(=O)(=O)N2CCOCC2)c(OC)c(S(=O)(=O)N2CCOCC2)c1	4	-3	-2	-15	-6	-7	1%	-0.4	-0.4
CC1(C)Cc2c(C#N)c(SCc3nc4ccccc4[nH]3)nc(N3CCOCC3)c2CO1	-51[fluorescence artefact?]	.	29*	18	26	11	8%	0.3	3.2
O=S(=O)(c1ccc(OCC(O)CN2CCN(c3ccccc3O)CC2)cc1)N1CCOCC1 (centres undefined)	4	9	-8	-16	-9	-14	5%	0.3	3.6
CCOc1ccccc1Oc1c(C)oc2c(CN3CCN(C)CC3)c(O)ccc2c1=O	-200[fluorescence artefact?]	2	-7	-23	-5	-17	12%[fluoresces]	4.0	2.2
CC12C=CC3(O1)C(C(=O)N(c1cccnc1)C3C(=O)NC1CCCCC1)C2C(=O)Nc1ccccc1 (centres undefined)	6	6	8	-4	11	-17	0%	-0.4	-2.0
Cc1ccc2[nH]c(=O)c(CN(CCN3CCOCC3)C(=O)Nc3ccc(F)cc3)cc2c1	-5	-14	-11	3	4	9	6%	0.7	1.5
Cc1nn(Cc2ccccc2Cl)c(C)c1NC(=O)c1cc(-c2ccc(F)cc2)on1	6	7	-5	-2	-30	15	6%	2.4	4.8
CCC(=O)NCCC(c1ccco1)c1ccccc1OC (centres undefined)	1	7	-1	-6	1	.	.	0.4	-0.4
